Dengue-2 NS5 capping – flavivirus cap methylation enzyme inhibition – biochemical, confirmation dose response, primary screen (AID 588689). Dengue-2 NS5 methyltransferase capping enzyme assay, biochemical; higher % means a stronger effect. one-dose inhibition, % at 25 µM; IC50 in µM for titrated hits. 340,000 tested, 0.3% active; in the data active = a potency from the dose series; inconclusive = inhibition above about 29% without an active follow-up result
K1F lysis inhibition – inhibition of K1F phage lysis, E. coli UTI89, bacterial capsule biogenesis inhibitors, alamar blue (AID 488966); 340,000 tested, 0.02% active; one-dose inhibition, % at 100 µM; IC50 in µM for titrated hits; E. coli UTI89 K1F phage lysis, alamar blue, 2 h; higher % means a stronger effect;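 active = phage lysis inhibition, versus mean bacterial control, above a set limit; inconclusive = no clear call, values can overlap the other calls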;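 note: capsule biogenesis inhibitors block K1F phage lysis so surviving cells raise fluorescence; higher fluorescence means more inhibition of phage lysis; actives were called in the ten point dose series up to 300 µM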
MgcRacGAP inhibition – MgcRacGAP GTPase-activating activity inhibitors, confirmation, biochemical, ADP Hunter fluorescence. MgcRacGAP-stimulated Rac1 GTP hydrolysis, ADP Hunter fluorescence; higher % means a stronger effect; GST-tagged Rac1 F28L mutant substrate. inhibition, % at 30 µM; hits with a dose series show IC50 in µM. 340,000 tested, 0.6% active. AID 624330;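 active = first-screen hits whose inhibition reached a set limit at any dose in the follow-up dose series; inconclusive = inhibition above the set first-screen limit but never retested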;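 note: fluorescence reports GDP produced by GAP-driven GTP hydrolysis; strong numbers were not always called active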
Dengue-2 NS5 capping pilot replicate – further read-out of Dengue-2 NS5 capping, marked with its call; inhibition, %; measured here: pilot screen replicate inhibition
* marks the source's active call; other numbers are inactive results; i = inactive; ? = inconclusive; [ ] = remark or other dose. Not all compounds are listed; count on the stated rates, not on these rows.

SMILES	Dengue-2 NS5 capping	K1F lysis inhibition	MgcRacGAP inhibition	others
COc1ccc(C(=O)N2[C@@H](C(C)C)COc3cc(Br)ccc3S2(=O)=O)cc1	-1%	0.1%	6%
Cn1cc(S(=O)(=O)NC[C@H]2O[C@@H](n3ccc(=O)[nH]c3=O)[C@H](O)[C@@H]2O)cn1	0%	0.2%	11%	Dengue-2 NS5 capping pilot replicate=-3.7
Nc1o[nH]c(=O)c1C1CCCCC1	-16%	-1.5%	0%
Cc1noc(C)c1COc1ccc(C(=O)N2CCN(S(=O)(=O)c3ccc(F)cc3)CC2)cc1	2%	1.1%[50 µM]	-1%
CC12CCC(O)CC1=CCC1C2CCC2(C)C3=NN=CC3CC12 (stereo unspecified)	2%	-3.4%	0%
NC(=S)c1ccc[n+]([O-])c1	-1%	-1.5%	26%
CCc1c(Cl)nc(N)nc1Nc1ccccc1C	-2%	1.5%	21%
O=C(CCc1nc2ccccc2c(=O)[nH]1)N1CCN(S(=O)(=O)c2cc(Cl)ccc2Cl)CC1	5%	0.7%	5%
CC(=O)N1CCN(C(=O)CNC(=O)c2ccc(C)s2)CC1	-5%	-0.8%	5%
O=C1C(CO)C(CO)C(CO)C1CO (stereo unspecified)	4%	3.6%	-3%
CN(C(=O)c1cccc(NC(=O)Cc2ccc(NC(=O)C3CCCN(C(=O)CCc4ccccc4)C3)cc2)c1)C1CC1 (stereo unspecified)	-1%	-0.2%	10%
O=C(Cc1ccccc1)NN=Cc1ccccc1	-5%	-2.1%	-1%
CCCCC1CC(=O)NC1(C(=O)OCC)C(=O)OCC (stereo unspecified)	-7%	-0.8%	-1%
O=C1CC2C(CCC23OCCO3)c2ccc3ccccc3c21 (stereo unspecified)	0%	0.6%	1%
CN(C(=O)c1cccc(NC(=O)Cc2ccc(NC(=O)C3CCN(C(=O)C4CCCCC4)CC3)cc2)c1)C1CCCC1	7%	0.2%	4%
S=c1[nH]c2cnc(Cl)nc2[nH]1	5%	-1.1%	23%
CN(CC(=O)Nc1ccc(Cl)c(C(F)(F)F)c1)C(=O)C1CCN(C(=O)c2ccc(Cl)cc2)CC1	-1%	-1.6%[50 µM]	-1%
O=C1c2ccccc2-c2c1c1ccccc1c(=O)n2CCO	0%	0.3%	6%
N=c1c(S(=O)(=O)c2ccccc2)cc2c(=O)n3ccccc3nc2n1C1CCCCC1	-1%	-0.3%	7%
Cc1cccc(Oc2ncccc2[N+](=O)[O-])c1C	2%	0.3%	0%

Retrieved one by one from the list above (four):
SMILES	Dengue-2 NS5 capping	K1F lysis inhibition	MgcRacGAP inhibition	others
N=c1c(S(=O)(=O)c2ccccc2)cc2c(=O)n3ccccc3nc2n1C1CCCCC1	-1%	-0.3%	7%
CN(C(=O)c1cccc(NC(=O)Cc2ccc(NC(=O)C3CCCN(C(=O)CCc4ccccc4)C3)cc2)c1)C1CC1 (stereo unspecified)	-1%	-0.2%	10%
CCCCC1CC(=O)NC1(C(=O)OCC)C(=O)OCC (stereo unspecified)	-7%	-0.8%	-1%
O=C(Cc1ccccc1)NN=Cc1ccccc1	-5%	-2.1%	-1%

(continued)
SMILES	Dengue-2 NS5 capping	K1F lysis inhibition	MgcRacGAP inhibition	others
Cc1ccc(NC(=O)C(C)OC(=O)c2cc(=O)[nH]c3ccccc23)cc1S(=O)(=O)N1CCOCC1 (stereo unspecified)	1%	0.9%[50 µM]	9%
O=C(NCCc1ccccc1)c1cccc(NC(=O)C2CCCC2)c1	-4%	-0.3%	9%	Dengue-2 NS5 capping pilot replicate=3.0
O=C(Nc1cccc(C(=O)N2CCCCC2)c1)C1CCCC1	-7%	0.0%	-24%	Dengue-2 NS5 capping pilot replicate=1.2
Nc1nnc(-c2ccc([N+](=O)[O-])o2)s1	-1%	-7.9%	2%
Cc1ccc(S(=O)(=O)NCCC(=O)N2CCN(C/C=C/c3ccccc3)CC2)cc1	5%	1.5%[50 µM]	2%
O=C(CC(=O)c1ccccc1)c1ccccc1	4%	-2.5%	-1%
Cc1ccc(NC(=O)Cn2nc(C(=O)O)c3ccccc3c2=O)cc1S(=O)(=O)N1CCCCCC1	-6%	0.2%[50 µM]	2%
NC1=NC(=O)NC1(c1ccccc1)c1ccccc1	-3%	1.1%	6%
CCOc1ccc(Br)cc1S(=O)(=O)Nc1cccc(S(=O)(=O)N2CCOCC2)c1	-4%	2.2%	1%
Nc1nc2c(ncn2C2CCCC2)c(=O)[nH]1	2%	-3.4%	-1%
Cn1c(N)cc(=O)[nH]c1=S	-2%	-3.4%	-2%
CN1C[C@@H]2[C@@H]3C(=O)N(Cc4ccccc4)C(=O)[C@@H]3[C@](Cc3ccccc3)(C1=O)N2C(=O)c1ccc(C(F)(F)F)cc1	-12%	1.2%	10%
O=C1[C@@H]2[C@H](C(=O)N1CC(O)COCc1ccccc1)C1C=C[C@H]2C1 (stereo partly specified)	-3%	0.2%	7%
CC(=O)c1sc2c(c1OC(=O)c1ccc(Cl)cc1)c(=O)n(-c1ccccc1)c(=S)n2-c1ccccc1	-11%	4.9%	4%
c1ccc(NCCSc2nc3ccccc3s2)cc1	-13%	-2.4%	4%
O=C1CSC(=S)N1N=Cc1ccccc1O	-13%	-5.2%	26%
CC(CCNC(=O)c1ccccc1)(CCNC(=O)c1ccccc1)[N+](=O)[O-]	-5%	-1.4%	6%
O=C(CCCc1ccccn1)c1ccc(-c2ccccc2)cc1	-5%	4.0%	3%
CC(C)c1cc(N=O)cc(C(C)C)c1O	8%	-1.3%	-5%
O=C(OCC12CC3CC(CC(C3)C1)C2)c1ccc(NCc2cc(O)ccc2O)cc1	-3%	8.3%	0%
Cc1ccc(S(=O)(=O)N[C@H](C(=O)OCC(=O)NC(=O)c2cccn2C)C(C)C)cc1	-2%	2.3%	5%
CN(CCc1ccccc1)C(=O)c1ccc(NC(=O)Cc2cccc(NC(=O)C3CCN(C(=O)CCc4ccccc4)CC3)c2)cc1	-6%	0.0%	7%	Dengue-2 NS5 capping pilot replicate=-8.2
CC(C)(CCC(=S)N1CCOCC1)c1ccccc1	6%	-2.1%	11%
COc1ccc(OCC(=O)NCc2nc(-c3ccccc3)no2)cc1	-4%	-1.1%	4%
O=C(Cc1ccc(S(=O)(=O)N2CCOCC2)s1)N1CCN(S(=O)(=O)c2cccc(F)c2)CC1	-1%	0.4%[50 µM]	5%
CC(=O)OCC1=C(C(=O)OC(C)(C)C)N2C(=O)[C@@H](NC(=O)Cc3ccccc3)[C@H]2SC1	21%	0.4%	25%	Dengue-2 NS5 capping pilot replicate=-2.7
C1CCN2CC3CC(CN4CCCC[C@@H]34)[C@H]2C1	-2%	1.1%	-6%
COc1ccccc1CNCCS(=O)(=O)NCc1ccccc1OC	-7%	0.0%	10%
CCCCCCSc1cccc(-c2nc3ccc(Cl)cn3c2NCCCC)c1	-1%	-0.1%	-3%
CC(=O)N[C@@H](Cc1c[nH]c2ccccc12)C(=O)OCC(=O)Nc1ccc2c(c1)OCO2	3%	-1.4%	4%
Fc1ccc(CSc2ncnc3c2ncn3C2CCCCO2)cc1 (stereo unspecified)	2%	i	-2%
O=C(Cc1ccc(S(=O)(=O)N2CCOCC2)s1)Nc1ccc(Br)c(C(F)(F)F)c1	1%	-0.8%[50 µM]	1%
COc1cc2ccccc2ccc1=NO	4%	3.0%	4%
NS(=O)(=O)c1cccc(NC(=O)CSc2n[nH]c(-c3ccccc3Br)n2)c1	4%	0.2%[50 µM]	3%
O=C(NN=Cc1cc([N+](=O)[O-])ccc1O)c1cccc2ccccc12	2%	3.6%	4%
O=C(Cc1ccccc1)c1ccc(N2CCOCC2)cc1	2%	0.4%	-9%
CC1CN(CCN2CC(C)N(C=O)CC2C)C(C)CN1C=O (stereo unspecified)	-5%	-2.7%	-2%
O=c1[nH]c2cc([N+](=O)[O-])ccc2c2ccc([N+](=O)[O-])cc12	8%	?	-2%
Cn1c(=O)c2[nH]c(CCCCCCCc3nc4ccccc4[nH]3)nc2n(C)c1=O	-2%	-0.5%	7%
COc1ccccc1C=NN=C(NN=Cc1ccccc1OC)NN=Cc1ccccc1OC	-1%	1.6%	0%
O=C1OC(c2ccccc2)(c2cc(Br)c(O)c(Br)c2)c2ccccc21 (stereo unspecified)	35µM*	i	9%
C1CCc2c(c(N3CCOCC3)nc3sc4c(N5CCOCC5)nnnc4c23)C1	5%	-1.9%	-3%
CN(C)CCNCCCNc1c2ccccc2nc2cccc([N+](=O)[O-])c12	?	-0.9%	20%
Cc1ccc2c(c1)[C@H]1[C@H](CO2)[C@H](c2ccccc2)[C@]2(C)C(=O)N(C)CC(=O)N12	-6%	0.2%	4%
CCOC(=O)/C=C1/SCC(=O)N1CCOc1cccc(Br)c1	2%	-0.4%	-8%
CCOc1cc2[nH]c(=S)n(CCCN3CCN(C)CC3)c(=O)c2cc1OCC	-10%	0.1%	10%
COc1ccccc1C1OCC(C)(C)CO1	1%	-1.0%	3%
Brc1cc2c(cc1C1OCCCO1)OCO2	3%	-1.8%	1%
O=C(C1CCCN(S(=O)(=O)c2ccc(F)cc2)C1)N1CCOCC1 (stereo unspecified)	-6%	0.4%	5%
CCN1CCCC1CNC(=O)Cn1cc(C)c(=O)[nH]c1=O (stereo unspecified)	-1%	0.5%	6%

Additional entries follow.
SMILES	Dengue-2 NS5 capping	K1F lysis inhibition	MgcRacGAP inhibition	others
CCN(C(=O)C=Cc1ccco1)c1ccccc1	-10%	1.7%	4%
CCOC(=O)c1cc2c(c(-c3ccccc3)n1)[C@@H](CCO)N(S(=O)(=O)C(C)(C)C)C2	1%	0.2%	7%	Dengue-2 NS5 capping pilot replicate=3.0
COc1ccc(NC(=O)N(O)C2(C#N)CCCCC2)cc1	-10%	2.1%	10%
NC(=O)c1ncn([C@@H]2O[C@H](CNCc3ccc(-c4cc(C(F)(F)F)ccc4Cl)o3)[C@@H](O)[C@H]2O)n1	-3%	0.1%	0%	Dengue-2 NS5 capping pilot replicate=-5.5
CCNC1(C#N)CCN(Cc2ccccc2)CC1	5%	1.1%	6%
O=C(CNC(=O)c1ccccc1Br)NCC(c1ccco1)N1CCCCC1 (stereo unspecified)	-10%	2.0%[50 µM]	5%

Of the compounds above, 20 contain a halogen.
SMILES	Dengue-2 NS5 capping	K1F lysis inhibition	MgcRacGAP inhibition	others
COc1ccc(C(=O)N2[C@@H](C(C)C)COc3cc(Br)ccc3S2(=O)=O)cc1	-1%	0.1%	6%
Cc1noc(C)c1COc1ccc(C(=O)N2CCN(S(=O)(=O)c3ccc(F)cc3)CC2)cc1	2%	1.1%[50 µM]	-1%
CCc1c(Cl)nc(N)nc1Nc1ccccc1C	-2%	1.5%	21%
O=C(CCc1nc2ccccc2c(=O)[nH]1)N1CCN(S(=O)(=O)c2cc(Cl)ccc2Cl)CC1	5%	0.7%	5%
S=c1[nH]c2cnc(Cl)nc2[nH]1	5%	-1.1%	23%
CN(CC(=O)Nc1ccc(Cl)c(C(F)(F)F)c1)C(=O)C1CCN(C(=O)c2ccc(Cl)cc2)CC1	-1%	-1.6%[50 µM]	-1%
CCOc1ccc(Br)cc1S(=O)(=O)Nc1cccc(S(=O)(=O)N2CCOCC2)c1	-4%	2.2%	1%
CN1C[C@@H]2[C@@H]3C(=O)N(Cc4ccccc4)C(=O)[C@@H]3[C@](Cc3ccccc3)(C1=O)N2C(=O)c1ccc(C(F)(F)F)cc1	-12%	1.2%	10%
CC(=O)c1sc2c(c1OC(=O)c1ccc(Cl)cc1)c(=O)n(-c1ccccc1)c(=S)n2-c1ccccc1	-11%	4.9%	4%
O=C(Cc1ccc(S(=O)(=O)N2CCOCC2)s1)N1CCN(S(=O)(=O)c2cccc(F)c2)CC1	-1%	0.4%[50 µM]	5%
CCCCCCSc1cccc(-c2nc3ccc(Cl)cn3c2NCCCC)c1	-1%	-0.1%	-3%
Fc1ccc(CSc2ncnc3c2ncn3C2CCCCO2)cc1 (stereo unspecified)	2%	i	-2%
O=C(Cc1ccc(S(=O)(=O)N2CCOCC2)s1)Nc1ccc(Br)c(C(F)(F)F)c1	1%	-0.8%[50 µM]	1%
NS(=O)(=O)c1cccc(NC(=O)CSc2n[nH]c(-c3ccccc3Br)n2)c1	4%	0.2%[50 µM]	3%
O=C1OC(c2ccccc2)(c2cc(Br)c(O)c(Br)c2)c2ccccc21 (stereo unspecified)	35µM*	i	9%
CCOC(=O)/C=C1/SCC(=O)N1CCOc1cccc(Br)c1	2%	-0.4%	-8%
Brc1cc2c(cc1C1OCCCO1)OCO2	3%	-1.8%	1%
O=C(C1CCCN(S(=O)(=O)c2ccc(F)cc2)C1)N1CCOCC1 (stereo unspecified)	-6%	0.4%	5%
NC(=O)c1ncn([C@@H]2O[C@H](CNCc3ccc(-c4cc(C(F)(F)F)ccc4Cl)o3)[C@@H](O)[C@H]2O)n1	-3%	0.1%	0%	Dengue-2 NS5 capping pilot replicate=-5.5
O=C(CNC(=O)c1ccccc1Br)NCC(c1ccco1)N1CCCCC1 (stereo unspecified)	-10%	2.0%[50 µM]	5%

Screens: PubChem, Southern Research Specialized Biocontainment Screening Center
